Assay outcomes from PubChem.
TCR act – activators of T cell receptors. primary human leukocytes, anti-CD3, IL-2 HTRF, 48 h. Potency, µM (doses to about 9.22 µM), for inactives: top-dose activation of IL-2 secretion, hits mostly activators. 330,000 tested, under 10 active. AID 504894; further: % of control where 0% means no effect
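Primary human leukocytes were stimulated with a-CD3 beads plus compounds for 48 hr without co-stimulation; secreted IL-2 was quantified by HTRF using a-IL-2-K (europium cryptate) and a-IL-2-d2, excited at 320nm with acceptor emission read at 665nm.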
PTAP TSG101 blk – blocks PTAP/TSG101 interaction to inhibit HIV-1 budding | Q99816 | Fluorescence polarization, FITC-PTAP peptide / Tsg101 binding | Potency, µM (titrated, usually from 115 µM), for the others: at the top dose activity change, negative = inhibition, most hits filed as inhibitors | 340,000 tested, under 10 active; active means well fitted inhibition curve with a large enough effect in the main read-out, with a control signal flat, not every such curve was filed as active; inconclusive means small, poorly fitted or top-dose-only effect, or effect the other way, or a change in a side signal; inactive means no such curve, though single readings can be large or run the other way; further: potency means the concentration at half of the fitted maximal effect; % of control where 0% means no effect
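Tsg101 binding domain (10 uM final) was mixed with compound and a FITC-labeled PTAP peptide (50 nM final) in HEPES pH 7.5 buffer with NaCl, Tween 20, EDTA and TCEP; fluorescence polarization was read after 20 min at r.t.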
ELG1 repair inh – ELG1-dependent DNA repair inhibition | HEK293T ELG1-luciferase reporter, luminescence, 16 h; DNA damage induced by 5-fluorouridine | Potency, µM (highest dose often 46.1 µM), without a hit: at the highest dose activity change, negative = inhibition, actives largely listed as inhibitors | hit rate 2.3% among 330,000 | AID 504467; further: potency means the concentration at half of the fitted maximal effect; on the % scale 0 is the no-effect control and ±100 the full control effect; nearly all actives have a fitted effect of over 55% in size
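In this reporter screen, reduction of luminescence relative to DMSO vehicle indicated activity. Compounds and 5-fluorouridine were added together to 2,000 cells per well, incubated for 16 hr at 37 °C, then developed with ONE-Glo.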
BCR signal inh – blocks chronic active B-cell receptor signaling; hit rate 0.05% among 340,000; Potency, µM (doses to about 46.1 µM), for the others: at the highest dose ratio change, negative = lower green/red ratio, usual class: inhibitors; ABC-DLBCL IkBa-CBG/CBR reporter, luminescence ratio, 4 h; active means well fitted inhibition curve with a large enough effect in the signal ratio, with a control signal flat, not every such curve was filed as active; inconclusive means small, poorly fitted or top-dose-only effect, or effect the other way, or a change in a side signal; the % refers to the signal ratio;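 further: potency means the concentration at half of the fitted maximal effect; plate controls were basal doxycycline-induced cells for no effect and cells given 10 µM MG132 for full effect; MG132 reads +100%, hits lower the ratio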
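TMD8 human ABC-DLBCL cells with doxycycline-inducible IκBα–green luciferase fusion and unfused red luciferase, in 0.5% FBS medium; compounds up to 46 uM, 4 h at 37C. Green/red luminescence ratio, filter-overlap corrected, fitted to concentration-response curves.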
Eya2 phos inh – Eya2 (human) phosphatase inhibition; recombinant Eya2, OMFP fluorescence dephosphorylation (OMFP is methylfluorescein phosphate); Potency, µM (doses to about 76.9 µM), for inactives: top-dose activity, negative = inhibition, actives largely listed as inhibitors; hit rate 0.006% among 330,000; AID 488837; further: potency means the concentration at half of the fitted maximal effect; on the % scale 0 is the no-effect control and ±100 the full control effect
Target sequence (O00167 whole entry, looked up): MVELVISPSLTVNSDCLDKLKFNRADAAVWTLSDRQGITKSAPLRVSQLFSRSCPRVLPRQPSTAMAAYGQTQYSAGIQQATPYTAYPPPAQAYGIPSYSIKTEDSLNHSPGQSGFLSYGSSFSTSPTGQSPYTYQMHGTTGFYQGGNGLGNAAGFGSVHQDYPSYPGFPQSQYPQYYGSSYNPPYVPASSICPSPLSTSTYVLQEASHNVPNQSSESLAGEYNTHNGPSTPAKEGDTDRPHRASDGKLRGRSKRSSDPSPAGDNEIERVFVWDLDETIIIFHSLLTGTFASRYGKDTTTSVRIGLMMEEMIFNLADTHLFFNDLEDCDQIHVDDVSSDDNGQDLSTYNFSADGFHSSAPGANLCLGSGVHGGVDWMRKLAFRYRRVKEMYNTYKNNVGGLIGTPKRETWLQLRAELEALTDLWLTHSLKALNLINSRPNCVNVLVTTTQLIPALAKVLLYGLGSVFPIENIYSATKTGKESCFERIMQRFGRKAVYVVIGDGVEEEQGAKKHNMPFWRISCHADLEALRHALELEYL
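Eya2 protein (added as 0.2 uM solution) was preincubated with compound for 10 min at ambient temperature in 50 mM HEPES pH 7.5, 50 mM NaCl, 5 uM MgCl2, 0.05% BSA, 1 mM DTT. OMFP (added at 50 uM) then reacted 10 min; fluorescence read at 485/525 nm.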
TSHR antag – antagonists of human thyroid stimulating hormone receptor; TSHR-expressing cells, TSH-stimulated cAMP HTRF, 2 h; stronger effect = lower value; activity change, negative = inhibition, % at 11.5 µM; hit rate 0.2% among 330,000;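 active means activity change below a set negative limit, meaning inhibition stronger than a set level, cut at about -70% in these data; inconclusive means activity change between two set negative limits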; further: on the % scale 0 is the no-effect control and ±100 the full control effect
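Freshly harvested TSHR cells receive pin-tooled compound, then EC80 TSH at 4nM final. After 2 hours at 37 deg C, antibody in lysis buffer and cAMP-d2 are added; 30 minutes at ambient temperature precede the HTRF read.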
USP2a inh – USP2a (human) protease inhibition; O75604; USP2 core, Ub-CHOP2 coupled fluorogenic reporter, 485/531; Potency, µM (highest dose often 38.3 µM), for the others: at the top dose activity change, negative = inhibition, actives largely listed as inhibitors; hit rate 0.01% among 330,000; AID 463254;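 further: potency means the concentration at half of the fitted maximal effect; plate controls were DMSO wells for no effect and full inhibition by NEM control for full effect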
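Cell-free coupled assay: 10nM USP2 core preincubated 30min RT with compound in Tris-HCl pH 8.0/CaCl2/CHAPS buffer, then 25nM Ub-CHOP2 and 25nM reporter substrate; fluorescence (Ex 485/Em 531) read after 60min RT, normalized to NEM inhibition, concentration-response curves fitted.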
B2AR arrestin – recruits beta-arrestin to the human beta2-adrenergic receptor. Potency, µM (doses to about 46.1 µM), for the others: at the top dose activation, hits mostly activators. beta-arrestin recruitment to beta2AR, cell-based reporter. P07550. hit rate 0.02% among 330,000;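 further: potency means the concentration at half of the fitted maximal effect; 0% = DMSO controls and full agonism = EC100 isoproterenol or metaproterenol; nearly all actives have a fitted effect of over 65% in size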
Target sequence (P07550 whole entry, looked up): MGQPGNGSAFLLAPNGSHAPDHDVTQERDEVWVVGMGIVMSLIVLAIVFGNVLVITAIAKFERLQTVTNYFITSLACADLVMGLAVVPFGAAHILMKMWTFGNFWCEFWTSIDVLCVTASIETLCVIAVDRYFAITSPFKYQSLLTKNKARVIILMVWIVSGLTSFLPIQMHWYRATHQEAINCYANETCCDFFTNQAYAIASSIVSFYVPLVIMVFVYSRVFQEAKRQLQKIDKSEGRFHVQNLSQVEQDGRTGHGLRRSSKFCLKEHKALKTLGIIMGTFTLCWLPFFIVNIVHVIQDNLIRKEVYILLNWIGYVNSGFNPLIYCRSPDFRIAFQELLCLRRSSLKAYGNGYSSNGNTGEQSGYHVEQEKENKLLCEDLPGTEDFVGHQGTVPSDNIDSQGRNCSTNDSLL
Mito fusion act – mitochondrial division inhibition or fusion activation. S. cerevisiae fusion-defective mutant growth rescue, CellTiterGlo 48 h. Potency, µM (top dose mostly 46.1 µM), inactives show top-dose growth rescue (activation), usual class: activators. hit rate 0.23% among 320,000. AID 485298;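 further: potency means the concentration at half of the fitted maximal effect; % of control where 0% means no effect; nearly all actives have a fitted effect of over 45% in size; temperature-sensitive fusion mutants such as fzo1-1 at 37 °C on non-fermentable ethanol glycerol medium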
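Growth-rescue viability read-out: after 48 h at the non-permissive 37C in glycerol/ethanol YPEG, yeast mitochondrial fusion mutants are measured by CellTiterGlo luminescence; compounds (23 nl pinned per well) restoring growth score as division inhibitors or fusion activators.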
Tb PFK inh – inhibitors of T. brucei phosphofructokinase. hit rate 0.17% among 330,000. T. brucei PFK, ADP-Glo luminescence. Potency, µM (top dose mostly 57.5 µM), inactives show at the top dose activity, negative = inhibition, usual class: inhibitors. O15648;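 further: potency means the concentration at half of the fitted maximal effect; 0% = uninhibited 1x PFK enzyme wells and -100% = no-enzyme wells; nearly all actives have a fitted effect of over 60% in size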
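Luminescent ADP detection (ADP-Glo, two-step: ATP depletion then ADP-to-ATP conversion for luciferase) reported PFK activity after 45 min room-temperature reaction of 1.25 nM enzyme with 0.5 mM F6P and 0.1 mM ATP at pH 8.0.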
uPA surface inh – blocks generation of uPA at the cell surface; Potency, µM (titrated, usually from 38.3 µM), for inactives: top-dose activity change, negative = inhibition, actives largely listed as inhibitors; cell surface uPA generation assay, qHTS; hit rate 0.31% among 330,000; AID 540303; active means well fitted inhibition curve with a large enough effect; inconclusive means small, poorly fitted or top-dose-only effect; inactive means no such curve, though single readings can be large or run the other way; tested in mouse RAW 264.7 cells; further: potency means the concentration at half of the fitted maximal effect; on the % scale 0 is the no-effect control and ±100 the full control effect; nearly all actives have a fitted effect of over 55% in size
Starred values were filed as active, the others as inactive; ? = inconclusive; . = no result given; [ ] = dose if it differs, or a comment. Unless noted, the call rests on the fitted dose curve; in most records, active means well fitted curve in the direction sought with a large enough effect; inconclusive means small, poorly fitted or top-dose-only effect, or another doubt; inactive means no such curve, though single readings can be large; an effect the other way counts as inactive or inconclusive. Outcome played no part in choosing rows; 3% or so of the library scored in one or more.

#	molecule	TCR act	PTAP TSG101 blk	ELG1 repair inh	BCR signal inh	Eya2 phos inh	TSHR antag	USP2a inh	B2AR arrestin	Mito fusion act	Tb PFK inh	uPA surface inh
1	COc1ccc2c(CC(=O)Nc3ccccc3N3CCOCC3)coc2c1	0.1%	-2.3%	-9.6%	-1.1%	13.8%	17.5	-0.1%	0.9%	11.0%	-5.4%	-3.3%
2	O=C(CSc1nnc(C2CC2)n1Cc1ccccc1)N1CCNC1=O	2.2%[46.1 µM]	-2.7%	11.9%	-0.6%	5.3%	-0.6	1.4%	0.1%	.	2.0%	0.9%
3	Cc1ccc2nc3n(c(=O)c2c1)CCC3	-0.4%	-6.5%	?	-1.7%	-11.9%	-6.0	2.7%	-0.2%	-0.5%	-1.1%	7.2%
4	Nc1cc(=O)[nH]c2nnc(SCC(=O)Nc3cccc4ccccc34)n12	-1.9%	-1.5%	-0.1%	8.5%	1.8%	20.6	3.7%	-0.2%	-5.2%	2.7%	13.5%
5	O=S(=O)(NN=C1CCCCCC1)c1ccccc1	-1.1%	-2.1%	-0.7%	0.1%	0.7%	20.6	-0.1%	-0.2%	0.2%	2.3%	0.8%
6	CC(C)c1cc(C(=O)N2CCCC(N3CCN(c4ccc(F)cc4)CC3)C2)n(C)n1 (configuration not stated)	13.6%	-5.1%	?	3.6%	?	-13.1	2.9%	-0.5%	1.8%	-2.2%	-10.6%
7	O=C(CN1CCN(Cc2ccc(F)cc2Cl)C1=O)NCCc1ccccc1	-5.0%	1.8%	?	-7.4%	-18.4%	1.9	-0.6%	0.1%	1.2%	-1.4%	5.0%
8	CC(=O)c1c(O)c2ccccc2n(C2CCCCC2)c1=O	-10.9%	-8.8%	2.9%	4.0%	-7.2%	34.6	1.1%	0.3%	-5.8%	3.3%	-4.8%
9	COc1ccc(OC)c(NC(=O)c2cc(S(=O)(=O)N3CCCCC3)c[nH]2)c1	0.1%	-8.9%	-7.1%	1.0%	-8.4%	0.0	1.5%	0.6%	0.5%	-1.6%	7.4%
10	COc1ccccc1N1CCN(C(=O)c2ccccc2Oc2ccccc2)CC1	2.9%	-13.0%	-8.7%	-0.7%	-3.2%	-26.6	4.4%	-0.6%	?	0.0%	-3.2%
11	CCCCn1c(N)c(N(CCOC)C(=O)c2ccc3c(c2)OCCO3)c(=O)[nH]c1=O	-0.9%	-1.9%	-3.0%	-6.3%	-5.2%	-1.4	-0.7%	-0.4%	-2.8%	-2.9%	1.2%
12	CCN1CCCC1CNCc1ccccc1OCc1ccc(F)cc1 (configuration not stated)	.	-6.4%	6.1%	0.8%	10.9%	-4.7	2.0%	-0.1%	-0.9%	0.5%	-8.8%
13	COc1cc2nc(SCc3ccc(Cl)cc3Cl)n(Cc3cccs3)c(=N)c2cc1OC	-5.3%	-2.0%	?	?	?	29.2	-6.3%	-0.8%	11.8%	0.5%	5.2%
14	O=C(c1cc(COc2ccc(F)cc2F)on1)N1CC2C[C@@H]3CC1C[C@H](C2)C3	-0.2%	-2.7%	?	3.1%	?	-3.4	-2.0%	-0.9%	11.0%	0.7%	-1.6%
15	CN(Cc1cccs1)C(=O)CNC(=O)c1ccco1	0.0%	-5.4%	?	3.4%	2.3%	10.0	-0.2%	-0.1%	0.8%	0.4%	-3.7%
16	Cc1ccc(C(=O)/C=C/Nc2cccc(O)c2)cc1	-1.8%	2.0%	?	?	2.1%	-4.0	-0.1%	0.1%	4.3%	-4.7%	?
17	CC(C)C(C(=O)NCc1ccco1)N(C(=O)CNS(=O)(=O)c1ccccc1)c1ccccc1 (configuration not stated)	-1.1%	0.4%	-4.6%	-0.3%	-19.3%	6.9	2.4%	0.0%	-1.2%	3.4%	3.3%
18	CC(C)(C)c1nc(SCC(=O)Nc2ccc3c(c2)OCCO3)c2ccccc2n1	4.6%	-2.9%	-13.4%	9.6%	3.4%	-5.1	1.1%	-0.8%	-2.6%	2.5%	-12.2%
19	CC1(NC(=O)Cc2c(F)cccc2Cl)CCS(=O)(=O)C1 (configuration not stated)	2.2%	-10.9%	14.7%	-0.9%	-2.1%	-0.2	6.1%	-0.7%	.	-6.1%	-12.3%
20	CCNC(=O)C1CC(=O)N(Cc2ccc(F)cc2)C(=Nc2ccc(OC)cc2)S1 (configuration not stated)	0.6%	-9.4%	7.4%	1.1%	26.2%	-12.6	5.5%	-0.2%	0.9%	5.1%	1.5%
21	CCC(c1nnc(SCC(=O)Nc2nnc(-c3ccccc3)o2)o1)N(C)C (configuration not stated)	-1.1%	-1.1%	12.8%	-0.3%	22.6%	0.5	2.4%	-0.2%	-8.7%	-0.2%	3.5%
22	O=C(c1ccco1)N1CCN(C(=O)c2cnn(-c3ccc(Cl)cc3)c2C2CCNCC2)CC1	-2.6%	-2.8%	7.9%	-0.8%	8.2%	4.0	2.4%	-0.2%	-2.3%	1.6%	0.0%
23	CCOC(=O)C1=C(C)N=C2c3ccccc3C(=O)C2C1c1ccc(Cl)cc1 (configuration not stated)	-9.1%	0.5%	20.6µM*	23.6%	-12.5%	15.8	-0.4%	-0.2%	2.4%	2.2%	-2.8%
24	Cc1ccc(C(=O)Nc2cccc(C(=O)NCc3ccccc3)c2)o1	-1.6%	-7.3%	-20.4%	9.2%	24.3%	3.3	-2.0%	-2.7%	3.1%	-0.6%	.
25	CCN(C(=O)COC(=O)/C=C/c1ccc(OC(F)F)c(OC)c1)C1CCS(=O)(=O)C1 (configuration not stated)	12.7%	0.2%	?	-25.4%	5.0%	13.1	0.2%	0.3%	-4.1%	-4.8%	-1.1%
26	Cc1ccc(C2N(c3ccc(Cl)cc3)C(=O)N3CCCN23)cc1 (configuration not stated)	-5.1%	-2.7%	-7.4%	?	-5.0%	12.1	-0.8%	-0.3%	3.4%	7.1%	-1.0%
27	O=C(Nc1c(C(=O)N2CCOCC2)cnn1-c1ccccc1)c1cccc(F)c1	4.6%	.	15.3%	-1.5%	-5.3%	-1.5	1.3%	-0.6%	0.6%	0.3%	2.1%
28	Cc1ccc(NC(=S)N(CCCN2CCCC2)Cc2cccn2Cc2ccc(Cl)cc2)cc1	-2.1%	1.0%	22.2%	5.1%	-8.2%	1.8	-0.8%	-0.1%	-4.2%	3.8%	-1.0%
29	N#Cc1c(NC(=S)NC(=O)Cc2cccs2)sc2c1CCCCC2	6.1%	-0.9%	?	-0.7%	-1.8%	-2.8	-6.7%	0.1%	3.6%	-29.7%	-7.2%
30	CC(=O)c1ccc(NC(=O)C2=CC(c3ccc4c(c3)OCO4)=NS(=O)(=O)N2C)cc1	5.9%	0.9%	0.1%	3.2%	-5.8%	33.2	-1.5%	-0.1%	0.9%	10.1%	-13.6%
31	C(#CCN1CCOCC1)COCCOC(c1ccccc1)c1ccccc1	-3.3%	-2.7%	-8.0%	-6.0%	?	-0.3	-2.0%	-0.8%	5.6%	-3.1%	.
32	Nc1nc(-c2cccc(NS(=O)(=O)c3ccccc3)c2)cs1	-13.0%	-12.0%	?	-0.7%	-0.5%	-3.5	-0.5%	-0.1%	6.2%	2.6%	-18.3%
33	Cn1c(SC2CCCCC2=O)nnc1-c1ccncc1 (configuration not stated)	3.7%	-0.4%	-10.6%	-1.6%	17.6%	30.6	3.1%	0.3%	-0.9%	0.8%	.
34	CCNC(=S)N(CCc1c(C)[nH]c2ccc(OC)cc12)Cc1cccnc1	-4.5%	-1.3%	-27.3%	0.0%	4.8%	-3.4	-5.6%	0.3%	3.2%	-0.5%	8.7%
